Compound activity (PubChem BioAssay)
NCI-60 one-dose screen, 48 h, at 10 µM unless noted. Numbers give growth in % (100 = growth as untreated, 0 = no growth, -100 = all killed).
SF-539: SF-539 CNS cancer; hit rate 6.8% among 81,000
HCC-2998: HCC-2998 colon cancer; hit rate 4.7% among 79,000; AID 1794799
SW-620: SW-620 colon cancer; hit rate 5.2% among 82,000
KM12: KM12 colon cancer cells; hit rate 5% among 82,000
SNB-19: SNB-19 CNS cancer cells; hit rate 2.5% among 81,000
DU-145: DU-145 prostate cancer. hit rate 4.2% among 81,000. AID 1794760
HT29: HT29 colon cancer. hit rate 7.4% among 81,000. AID 1794748
PC-3: PC-3 prostate cancer cells; hit rate 3.9% among 80,000; AID 1794754
SNB-75: SNB-75 CNS cancer | AID 1794750 | hit rate 5% among 79,000
An asterisk follows results filed as active; nt = no result given; & = joins results of further samples. Rule for the calls: active = growth percent below 10; inactive = the rest.

SMILES	SF-539	HCC-2998	SW-620	KM12	SNB-19	DU-145	HT29	PC-3	SNB-75
O=C(OCCO)c1ccccc1	94	103	96	116	97	104	83	99	77
CCn1c(SCC(=O)N/N=C(\C)c2ccc(Cl)cc2)nc2c1c(=O)n(C)c(=O)n2C	96	102	95	101	99	108	103	97	80
OCC1OC(O)C(F)C(O)C1O (centres undefined)	97	101	108	109	98	110	105	101	97
Cc1ccc(C2C(C#N)=C(N)Oc3n[nH]c(-c4ccc(Cl)cc4)c32)cc1C (centres undefined)	93	102	101	99	100	107	104	91	92
COc1ccc(C2=NN(c3ccc(S(N)(=O)=O)cc3)C(=O)CC2)cc1	98	95	109	104	100	112	71	72	72
CC(C)CCC[C@@H](C)[C@H]1CC[C@H]2[C@@H]3CC=C4c5sc(N(C)c6ccccc6)nc5CC[C@]4(C)[C@H]3CC[C@]12C	100	96	101	98	96	109	103	94	97
Cn1c(=O)cc(NC(=O)CN2CCN(c3cc4c(cc3F)c(=O)c(C(=O)O)cn4C3CC3)CC2)[nH]c1=O	102	100	99	101	98	103	103	95	nt
Cc1[nH]c2ccccc2c1CCNC(=O)c1ccc(-c2cnc[nH]2)cc1	96	104	97	99	96	106	108	nt	93
COc1ccc(-c2nc3sccn3c2-c2cc(-c3ccc(C(C)(C)C)cc3)on2)cc1	99	116	93	104	103	107	103	106	96
COc1ccc(/C=C/c2c(C(=O)O)cccc2[N+](=O)[O-])c(OC)c1	111	99	107	99	108	105	109	102	96
O=C(CN1C(=O)/C(=C/c2cccs2)SC1=S)NCCc1c[nH]c2ccc(Cl)cc12	100	114	102	102	97	109	110	100	82
CCCCCN1C(=O)/C(=c2\sc3n(c2=O)NC2C(N=3)N(CC)C(=O)N2CC)c2cc(Cl)ccc21 (centres undefined)	95	127	105	106	93	102	102	103	101
Cc1noc(C)c1CSc1nc2ccccc2n1C	100	115	107	102	107	91	111	109	53
CC[C@]1(O)C(=O)OCc2c1cc1n(c2=O)Cc2cc3c(N)cccc3nc2-1	105	108	107	105	99	109	99	92	90
O=C(COc1ccc(C2SCC(=O)N2c2ccc(Br)cc2)cc1)c1ccccc1 (centres undefined)	104	102	104	93	96	104	105	82	84
COc1ccc(CO)cc1OCc1ccccc1	108	118	111	100	103	106	103	108	103
COc1ccc([N+](=O)[O-])cc1C(=O)Nc1cccc(C2CC(=O)c3c(cc(OC)c(OC)c3OC)O2)c1 (centres undefined)	97	95	94	69	85	85	89	69	81
Cc1c(Cl)c(C)c(Cl)c(O)c1Cl (tested in a mixture with another compound)	100	102	114	111	118	112	109	97	92
Cn1c(-c2ccccc2)cc(=O)n1-c1ccccc1	101	100	117	103	108	120	106	100	93
CN1c2ccccc2Sc2cc(C3CCC(=O)N3c3cc(Cl)cc(Cl)c3)ccc21 (centres undefined)	101	103	95	91	nt	99	89	79	106
COc1ccc(C2=Nc3c(N)nc(N)nc3NC(c3sc(Cl)nc3Cl)C2)cc1 (centres undefined)	88	101	78	73	86	100	89	102	78
O=c1c2ccccc2nc(-c2ccccc2)n1-c1ccc(S(=O)(=O)Nc2ncccn2)cc1	97	101	102	97	102	104	96	101	84
O=C(/C=C/C12c3ccccc3C(c3ccccc31)C1C(=O)NC(=O)C12)c1ccc(F)cc1 (centres undefined)	6.1*	11	4.2*	8.3*	11	22	-3.8*	8.9*	7.9*
O=C1NC(=O)C(c2c[nH]c3ccc(Br)cc23)=C1c1cccc2ccccc12	117	112	98	94	111	112	109	92	90
CCOC(=O)c1ccc(NCn2nc(-c3cc(-c4ccccc4)nc4ccccc34)n(-c3ccccc3)c2=S)cc1	96	111	106	98	98	106	107	101	83

5 compounds picked at random from those above, as already listed:
SMILES	SF-539	HCC-2998	SW-620	KM12	SNB-19	DU-145	HT29	PC-3	SNB-75
CC(C)CCC[C@@H](C)[C@H]1CC[C@H]2[C@@H]3CC=C4c5sc(N(C)c6ccccc6)nc5CC[C@]4(C)[C@H]3CC[C@]12C	100	96	101	98	96	109	103	94	97
Cc1ccc(C2C(C#N)=C(N)Oc3n[nH]c(-c4ccc(Cl)cc4)c32)cc1C (centres undefined)	93	102	101	99	100	107	104	91	92
Cn1c(-c2ccccc2)cc(=O)n1-c1ccccc1	101	100	117	103	108	120	106	100	93
COc1ccc(C2=Nc3c(N)nc(N)nc3NC(c3sc(Cl)nc3Cl)C2)cc1 (centres undefined)	88	101	78	73	86	100	89	102	78
COc1ccc([N+](=O)[O-])cc1C(=O)Nc1cccc(C2CC(=O)c3c(cc(OC)c(OC)c3OC)O2)c1 (centres undefined)	97	95	94	69	85	85	89	69	81

The listing continues.
SMILES	SF-539	HCC-2998	SW-620	KM12	SNB-19	DU-145	HT29	PC-3	SNB-75
Cc1ccc2nc(Sc3sc(N)nc3C)n(Cc3ccccc3)c(=O)c2c1	85	102	96	81	93	99	98	66	77
CN1CCN(C(=O)[C@]23CCC(C)(C)C[C@H]2C2=CC[C@@H]4[C@@]5(C)C/C(=C/c6ccncc6)C(=O)C(C)(C)[C@@H]5CC[C@@]4(C)[C@]2(C)CC3)CC1	69	44	34	46	61	68	5.2*	19	85
CC(Sc1ncnc2nc[nH]c12)c1ccccc1 (centres undefined)	94	115	110	118	97	110	110	90	92
COc1ccc(-c2cc(-c3cccnc3)nc(OCC#N)c2C#N)cc1OC	82	98	95	95	101	103	95	89	92
COC(=O)c1ccc2[nH]c(O)c(C(=Nc3ccc(N(C)C(=O)CN4CCN(C)CC4)cc3)c3ccc(CCO)cc3)c2c1	28	53	28	19	31	80	44	56	18
CC1COc2c(N3CCN(C)CC3)c(F)cc3c(=O)c(C(=O)N/N=C/c4ccc5c(c4)OCO5)cn1c23 (centres undefined)	98	111	100	99	96	104	105	96	95
CCOC(=O)C(c1ccccc1)C(OC(C)=O)c1ccc2c(c1)OCO2 (centres undefined)	99	94	90	100	104	105	107	92	69
O=c1[nH]c2[nH]c(S(=O)(=O)O)nc(=S)c2[nH]1	95	108	95	101	96	104	89	94	88
CN(C)c1ccc(-c2ccc(-c3ccc(C(=N)N)c(F)c3)s2)cc1	-93*	-95*	-75*	-88*	-71*	-94*	-61*	-90*	99
O=C(NCc1cccc(Cl)c1)C1=NOC(Cc2nc3ccccc3[nH]2)C1 (centres undefined)	99	100	106	97	98	101	103	98	93
COc1cc2c(c(OC)c1OC)CCC(c1cccc(C(=O)NC(C)C)c1)O2 (centres undefined)	88	95	95	89	97	100	99	79	82
COc1ccc(-c2cc(-c3nnc(SCC(=O)Nc4ccc(C(C)=O)cc4)o3)c3cc(OC)ccc3n2)cc1	107	97	102	103	95	109	93	96	103
COc1ccc(C2(c3ccc(OC)cc3)c3ccccc3C(=O)c3ccccc32)cc1	96	96	90	87	92	110	94	72	81
CN1C[C@@H](c2ccc(Cl)cc2)[C@]2(NC(=S)N(c3ccc(F)cc3)C2=O)[C@@]12C(=O)Nc1ccc(Br)cc12	85	94	76	66	81	76	35	35	66
CN(C)CCOc1ccccc1Cc1cccc(Cl)c1	97	106	107	101	110	103	101	89	78
CCCCCCC/C=C\CCCCCCCCc1nc(-c2cc(OC)c(OC)c(OC)c2)no1	108	106	102	103	101	109	95	nt	87
O=c1oc2ccccc2cc1-c1nn(-c2ccccc2)cc1/C=N/NC(=S)SCc1ccccc1	89	111	66	79	93	90	80	71	89
O=C(COc1cccc2cccnc12)Nc1ccc(C(=O)/C=C/c2ccc(Cl)cc2)cc1	94	102	94	86	87	89	86	89	96
Cc1nc2nc(N)[nH]c(=O)c2nc1C	98	101	98	100	104	108	95	92	89
CC(=O)c1ccc(NC(=O)c2cc(-c3ccccc3Cl)oc2C)cc1	98	112	104	102	105	102	110	110	118
Cc1nn(-c2ccc(F)cc2)c2nc(N)nc(N)c12	97	96	117	99	108	110	107	96	95
CCN(CC)CCOc1ccccc1-n1c(C)ccc1-c1ccccc1	93	24	37	51	102	103	34	63	93
Cc1ccc(N2CCN(CC(O)COc3ccccc3)CC2)cc1 (centres undefined)	115	108	107	117	98	112	106	90	83
O=C1Nc2cc(-c3ccc(NC(=O)c4ccc(F)c(Cl)c4)cc3)ccc2/C1=C/c1ccc[nH]1	96	109	99	85	94	96	104	94	90
Nc1nc(N)c2cc(NCc3ccc(Cl)c(Cl)c3)ccc2n1	-90*	-86*	-77*	-94*	-86*	-95*	-76*	-89*	-97*

An excerpt from above in order of SMILES length, low to high:
SMILES	SF-539	HCC-2998	SW-620	KM12	SNB-19	DU-145	HT29	PC-3	SNB-75
CN(C)CCOc1ccccc1Cc1cccc(Cl)c1	97	106	107	101	110	103	101	89	78
Cc1nn(-c2ccc(F)cc2)c2nc(N)nc(N)c12	97	96	117	99	108	110	107	96	95
CN1C[C@@H](c2ccc(Cl)cc2)[C@]2(NC(=S)N(c3ccc(F)cc3)C2=O)[C@@]12C(=O)Nc1ccc(Br)cc12	85	94	76	66	81	76	35	35	66

(list continues)
SMILES	SF-539	HCC-2998	SW-620	KM12	SNB-19	DU-145	HT29	PC-3	SNB-75
CCN(CC)C(=O)c1ccc2c(c1)OCO2	99	103	106	103	106	103	103	95	89
N#CCC(=O)NNc1nc2ccccc2[nH]c1=O	97	106	105	108	88	108	108	96	87
CCCCC1(CC)COC(c2ccccc2Cl)OC1 (centres undefined)	103	97	100	105	115	112	108	94	71
COc1cc2oc(-c3cccc(C(=O)NCc4ccccc4)c3)cc(=O)c2c(OC)c1OC	99	110	89	77	93	93	89	80	102
Oc1c(Cl)cc(Cl)c(Cl)c1CN1CCOCC1	99	nt	101	103	95	110	108	97	83
O=C(CSc1nc2sc3c(c2c(=O)n1-c1ccc(Cl)cc1)CCCC3)NNC(=O)Nc1ccc(Cl)c(C(F)(F)F)c1	73	42	4.7*	26	50	32	6.1*	-2.4*	42
CC(=O)c1ccc2c(c1)C(C)(C)C(C)CC2(C)C (centres undefined)	98	99	108	105	105	109	95	97	96
CC(=O)n1nc(C(=O)OCCC(C)C)c2cc3c(cc21)OCO3	108	112	98	101	99	101	80	82	94
N#Cc1c(NCc2ccc(N3CCN(c4ccccc4)CC3)cc2)oc(-c2ccccc2)c1-c1ccccc1	65	94	96	79	73	100	85	60	55
CC[C@H](Nc1nc(C)nc(N)c1C#N)c1nc2cccc(NCc3ccc(C(=O)NO)cc3)c2c(=O)n1-c1ccccc1	15	7.8*	-32*	13	18	11	15	8.9*	7.9*
CSc1ncc(Br)c(Nc2ccc(C)cc2)n1	103	111	103	104	93	105	103	83	85
COc1cc2c(/C=C3\C(=O)Nc4ccc(Br)cc43)c(Cl)n(C)c2cc1C	7.5*	-39*	32	-21*	24	17	7.9*	12	32
CSCCC(NC(=O)OCc1ccccc1)C(=O)NC(Cc1c[nH]c2ccccc12)C(=O)O (centres undefined)	104	103	104	105	110	110	96	104	129
Nc1ccccc1SC(CC(=O)c1ccccc1)c1ccccc1 (centres undefined)	104&106	107&99	94&86	86&85	91&99	102&101	103&87	80&80	72&98
CS(=O)(=O)c1ccc(-c2nn(-c3ccc(F)cc3)cc2/C=N/NC(=O)c2nc(N)n[nH]2)cc1	100	109	97	97	98	106	111	97	112
COc1ccc(-c2nc3sc4c(c3c(=O)[nH]2)CCCC4)c2ccccc12	-58*	12	19	7.2*	36	0.6*	-0.2*	12	-26*
O=c1cc(Cc2cn3ccccc3nc2=O)c2cc(Cl)ccc2o1	97	95	106	101	101	108	96	107	79
NC(=O)[C@@H](Cc1ccc(Nc2nc(CN3CCN(C(=O)c4ccccc4)CC3)cs2)cc1)NC(=O)c1ccccc1C(=O)c1ccccc1	112	103	99	105	97	108	103	86	104
COc1ccc(C2C3=C(COC3=O)N(CCO)c3cc4c(cc32)OCCO4)cc1OC (centres undefined)	-2.0*	49	13	23	37	15	4.8*	24	-8.4*
CCOC(=O)c1cnn(CC(O)c2ccccc2)c1NC(=O)c1ccc(F)cc1 (centres undefined)	96	109	99	101	98	107	101	98	84
COc1c(F)ccc(C(=O)Nc2ccc3nc(NC(=O)C4CCCN(S(=O)(=O)c5ccc(Br)cc5)C4)sc3c2)c1F (centres undefined)	72	101	94	75	86	89	75	59	66
CCCCC/C=C/CCC(=O)N[C@H]1[C@H](Oc2c3cc4cc2Oc2ccc(cc2Cl)[C@@H](O[C@@H]2O[C@H](CO)[C@@H](O)[C@H](O)[C@H]2NC(C)=O)[C@@H]2NC(=O)[C@H](NC(=O)[C@@H]4NC(=O)[C@H]4NC(=O)[C@@H](Cc5ccc(c(Cl)c5)O3)NC(=O)[C@@H](N)c3ccc(O)c(c3)Oc3cc(O)cc4c3)c3ccc(O)c(c3)-c3c(O[C@H]4O[C@H](CO)[C@@H](O)[C@H](O)[C@@H]4O)cc(O)cc3[C@H](C(=O)O)NC2=O)O[C@H](CO)[C@H](O)[C@@H]1O	110	101	102	111	87	112	103	90	109
O=c1/c(=C/c2cccs2)sc2nc3ccccc3n12	94	79	94	61	94	106	104	95	81
O=C(CN1C(=O)NC(c2ccccc2)(c2ccccc2)C1=O)c1ccc(N2CCCC2)cc1	100	101	70	66	91	107	65	72	78
c1ccc(C2CC(c3cccc(Nc4ccncc4)c3)=NN2c2ccccc2)cc1 (centres undefined)	78	3.1*	-44*	45	89	68	1.6*	55	77
C#CC(C)ON1C(=O)c2ccccc2C1=O (centres undefined)	109	110	114	103	104	114	103	94	102
CCOC(=O)c1cc(C(=O)c2ccc(OC)c(OC)c2)n2c1ccc1ccc3cccnc3c12	9.2*	66	13	29	46	22	6.7*	22	18

A stretch taken from the entries so far, as a working copy:
SMILES	SF-539	HCC-2998	SW-620	KM12	SNB-19	DU-145	HT29	PC-3	SNB-75
C#CC(C)ON1C(=O)c2ccccc2C1=O (centres undefined)	109	110	114	103	104	114	103	94	102
CCOC(=O)c1cc(C(=O)c2ccc(OC)c(OC)c2)n2c1ccc1ccc3cccnc3c12	9.2*	66	13	29	46	22	6.7*	22	18
